HTT aggregate: reduces HttQ103-GFP aggregates in PC12 cells; AID 1688; PC12 HttQ103-GFP aggregates, Acumen cytometry, 40 h; Potency, µM (doses to about 46.1 µM), for the others: at the top dose activity change, negative = inhibition, most hits filed as inhibitors; 220,000 compounds, 1.1% hits; further: on the % scale 0 is the no-effect control and ±100 the full control effect; nearly all actives have a fitted effect of over 60% in size
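Huntingtin Q103 exon 1–GFP aggregates in induced PC12 cells (100 nM tebufenozide) were quantified by cytometry from lysates, with compounds dosed in titration.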
HTT ATP protect: cytoprotection in Huntington HTT-Q103 PC12 cell model. PC12 HTT-Q103 induced, cytoprotection, ATP luminescence, 40 h. 230,000 compounds, 0.14% hits. Potency, µM (highest dose often 56.4 µM), for inactives: cytoprotection (ATP increase), hits mostly activators;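 further: % of control where 0% means no effect; nearly all actives have a fitted effect of over 45% in size; toxic huntingtin expression switched on by the ecdysone agonist tebufenozide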
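ATP quantification (ATPlite) reports survival of PC12 cells in which tebufenozide, 100 nM final, switches on Htt exon 1 with 103 glutamines linked to GFP; compounds are titrated.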
SMN2 splice up: SMN2 splice variant enhancement. HEK293 SMN2-luciferase splicing reporter, luminescence, 30-36 h. Potency, µM (top dose mostly 46.1 µM), without a hit: top-dose activity change, positive = activation, actives largely listed as activators. 210,000 compounds, 2.8% hits. AID 1458; further: % of control where 0% means no effect; nearly all actives have a fitted effect of over 55% in size
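HEK293 cells carry an SMN2 […]–luciferase reporter in which exon 7 inclusion puts luciferase in frame. Cells were plated 10-12 h before compound addition, then incubated 30-36 h at 37C. ONE-Glo luminescence was read; sodium butyrate at 4.5 mM final served as control.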
Tau ThT inhib: inhibitors of human tau fibril formation, thioflavin T binding; P10636; recombinant tau K18 P301L, heparin-induced fibrillization, ThT fluorescence; Potency, µM (doses to about 57.4 µM), for inactives: at the top dose activity, negative = inhibition, usual class: inhibitors; 270,000 compounds, 2.1% hits; AID 1460; further: on the % scale 0 is the no-effect control and ±100 the full control effect; nearly all actives have a fitted effect of over 55% in size
Target sequence (P10636 561-689 P618L limits assumed): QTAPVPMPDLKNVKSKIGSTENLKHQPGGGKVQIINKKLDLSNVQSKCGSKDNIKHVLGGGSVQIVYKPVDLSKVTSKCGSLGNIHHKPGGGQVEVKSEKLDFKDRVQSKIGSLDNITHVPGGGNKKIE
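ThT emission at 510 nm, taken 1 hr after adding 30 uM dye, quantifies aggregates formed when 20 uM heparin acts on human tau K18 P301L for 6 hr at 37 C.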
Tau FP inhib: tau fibrillization inhibition (FP). P10636. K18 P301L tau heparin fibrillization, Alexa594 FP, 6 h. Potency, µM (top dose mostly 57.7 µM), without a hit: at the highest dose activity, negative = inhibition, actives largely listed as inhibitors. 280,000 compounds, 0.39% hits; further: on the % scale 0 is the no-effect control and ±100 the full control effect; nearly all actives have a fitted effect of over 55% in size
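Read-out: fluorescence polarization of Alexa 594-labeled tau (0.24 uM), 555 nm excitation, 632 nm emission. Mixtures held 15 uM unlabeled K18 P301L, compound and 20 uM heparin, pH 7 acetate buffer, incubated 6 hr at 37 C.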
ALDH1A1 inh: ALDH1A1 (human) enzyme inhibition | Purified ALDH1A1, NADH fluorescence, propionaldehyde substrate | Potency, µM (doses to about 75.3 µM), inactives show at the highest dose activity, negative = inhibition, actives largely listed as inhibitors | P00352 | 220,000 compounds, 7.3% hits; active means well fitted inhibition curve with a large enough effect, not every such curve was filed as active; inconclusive means small, poorly fitted or top-dose-only effect, or another doubt; inactive means no such curve, though single readings can be large or run the other way;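 further: plate controls were no enzyme wells and a reference inhibitor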
Target sequence (P00352 whole entry, looked up): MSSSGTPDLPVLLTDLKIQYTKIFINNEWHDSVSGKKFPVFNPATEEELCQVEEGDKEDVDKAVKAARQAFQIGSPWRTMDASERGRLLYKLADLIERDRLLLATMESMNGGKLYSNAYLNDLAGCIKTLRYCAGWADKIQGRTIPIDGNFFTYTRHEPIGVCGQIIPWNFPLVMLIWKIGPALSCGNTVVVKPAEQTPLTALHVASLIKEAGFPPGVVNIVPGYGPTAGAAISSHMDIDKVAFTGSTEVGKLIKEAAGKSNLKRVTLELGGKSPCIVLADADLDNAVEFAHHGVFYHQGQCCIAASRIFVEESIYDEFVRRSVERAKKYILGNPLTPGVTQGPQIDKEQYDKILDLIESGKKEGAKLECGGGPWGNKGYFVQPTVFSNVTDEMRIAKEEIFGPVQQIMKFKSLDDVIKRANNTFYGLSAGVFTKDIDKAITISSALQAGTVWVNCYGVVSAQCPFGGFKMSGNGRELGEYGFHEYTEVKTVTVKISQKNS
KDM4E inh: inhibitors of human JMJD2E histone demethylase. JMJD2E catalytic domain, FDH-coupled NADH fluorescence (FDH is formaldehyde dehydrogenase). AID 2147. 230,000 compounds, 1.6% hits. Potency, µM (doses to about 57.1 µM), inactives show top-dose activity change, negative = inhibition, most hits filed as inhibitors; active means well fitted inhibition curve with a large enough effect, not every such curve was filed as active; inconclusive means small, poorly fitted or top-dose-only effect, or another doubt; inactive means no such curve, though single readings can be large or run the other way;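 further: 0% = wells with enzyme and -100% = buffer wells without enzyme; nearly all actives have a fitted effect of over 50% in size; many of its hits are not listed in these tables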
Target sequence (B2RXH2 1-337 limits assumed): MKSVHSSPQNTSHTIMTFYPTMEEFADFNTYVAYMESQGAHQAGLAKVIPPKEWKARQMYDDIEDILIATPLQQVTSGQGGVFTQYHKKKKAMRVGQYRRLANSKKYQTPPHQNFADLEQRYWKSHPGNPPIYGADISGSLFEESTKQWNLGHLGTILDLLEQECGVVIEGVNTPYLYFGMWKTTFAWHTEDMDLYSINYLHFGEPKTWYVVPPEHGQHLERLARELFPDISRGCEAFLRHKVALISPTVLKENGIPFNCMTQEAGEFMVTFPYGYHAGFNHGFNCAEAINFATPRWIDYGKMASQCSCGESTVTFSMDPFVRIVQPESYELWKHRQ
Tau fluor counter: counter-screen for tau fibril formation inhibitors; 280,000 compounds, 0.93% hits; AID 1463; tau K18 P301L (four-repeat tau fragment) Alexa594 fluorescence, heparin fibrillization; Potency, µM (top dose mostly 57.7 µM), for inactives: at the highest dose activity change, negative = decrease; further: on the % scale 0 is the no-effect control and ±100 the full control effect; nearly all actives have a fitted effect of over 55% in size
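Human K18 P301L tau (15 uM unlabeled plus 0.24 uM Alexa 594-labeled, final) in 100 mM sodium acetate pH 7 was mixed with compound and 20 uM heparin and incubated 6 hr at 37 C.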
Active calls of the source: *; ? = inconclusive; / = not tested or not shown; & = joins results of further samples; [ ] = another dose, or the depositor's remark. Unless noted, the call rests on the fitted dose curve; in most records, active means well fitted curve in the direction sought with a large enough effect; inconclusive means small, poorly fitted or top-dose-only effect, or another doubt; inactive means no such curve, though single readings can be large; an effect the other way counts as inactive or inconclusive. Potency means the concentration at half of the fitted maximal effect. Only part of the results is shown; the hit share may differ from the screen's.

SMILES | HTT aggregate | HTT ATP protect | SMN2 splice up | Tau ThT inhib | Tau FP inhib | ALDH1A1 inh | KDM4E inh | Tau fluor counter
Cc1ccc(C2C(C(=O)c3sc(C)nc3C)=C(O)C(=O)N2CCN2CCOCC2)o1 (stereo unspecified) | 19% | -10%[0.074 µM] | -3% | ? | -2% | ? | -26% | 0%
O=C(C1CCN(S(=O)(=O)c2ccccc2F)CC1)N1CCc2ccccc2C1 | 11% | / | 8% | 4% | -1% | -10% | -11% | -2%
O=C(Cc1cnc2ncnn2c1)N1CCc2c([nH]c3ccccc23)C1c1ccccc1F (stereo unspecified) | 9%[9.22 µM] | 29%[10 µM] | / | -13% | -2% | 4.5µM* | -4% | -15%
COCCn1c(-c2ccc(Cl)cc2)nc2c(c(=O)c3ccccc3n2C)c1=O | -3% | 24%[10 µM] | -1% | -6% | 10% | -7% | -10% | 4%
COc1ccccc1-n1c(-c2ccccc2)c[n+]2c1CCc1ccccc1-2 | 2.2µM* | -87%&-103%[inhibitor] | -59%&-68%[inhibitor] | -8%&-2% | 3%&6% | 5%&6% | -3%&4% | -1%&6%
Cc1ccc(C)c(N2CCN(c3nc4ccc(C)cc4nc3-n3nc(C)cc3C)CC2)c1 | / | / | -7% | ? | -5% | / | / | -11%
O=C(NC1CCCCC1)C(c1ccccc1)N(Cc1ccc2c(c1)OCO2)C(=O)c1cnsn1 (stereo unspecified) | -5% | 3%[1.9 µM] | -5% | -15% | 0% | -2% | 11% | -10%
CCC(C)NC(=O)CC(C)C (stereo unspecified) | -19%[9.22 µM] | 5%[10 µM] | / | 1% | 0% | / | 9% | -3%
O=C(CCCCn1c(=O)c2ccccc2n(Cc2ccccc2F)c1=O)NCc1ccc2c(c1)OCO2 | / | / | 23% | -4% | -7% | / | / | -11%
O=C(N/N=C/c1ccc([N+](=O)[O-])o1)c1cc(-c2ccncc2)nc2ccccc12 | ? | -88%[inhibitor] | -22% | ? | 14% | 1% | 1% | ?
COc1cccc(C(=O)NCCSc2ccc(Br)cc2)c1 | -8% | 4%[10 µM] | -5% | -11% | -5% | ? | 5% | -20%
O=C(OCC(=O)N1CCCC1)c1cc(Br)ccc1Cl | 8% | -31%[inhibitor] | 18% | -2% | -3% | 0% | 4% | -3%
C/C=C/c1ccc(OCCOCCOc2cccc3cccnc23)c(OC)c1 | -12% | / | -4% | ? | 11% | 3% | -5% | -10%
COc1cccc(NC(=O)CSCC(=O)Nc2ccccc2)c1 | 0% | 0% | 9% | -6% | 11% | -4% | -2% | -5%
Nc1nnc(SCC(=O)N2CCN(c3ccccc3)CC2)n1-c1ccccc1 | -24% | 11%[10 µM] | -14% | -10% | 0% | -7% | 2% | -3%
CCOc1ccc(S(=O)(=O)N2CCN(c3c(C)cccc3C)CC2)c2ccccc12 | / | / | -4% | 1% | -9% | / | / | -8%
COc1cccc([C@@H]2Oc3ccc(OC)cc3C(=O)[C@H]2OC(=O)N[C@H]2CCCc3ccccc32)c1 | / | -41%[inhibitor] | -3% | -13% | -17% | ? | ? | -25%
CN(CC(=O)NC1CCCCCCC1)S(=O)(=O)c1cccc2cccnc12 | -8% | 6% | -2% | 6% | -3% | -14% | 3% | -2%
COc1ccccc1NC(=O)CN1C(=O)C(c2ccc(F)cc2)=NC1(C)C | / | / | -5% | -1% | -3% | / | / | -9%
CCC(C(=O)O)n1ccc2cc(S(=O)(=O)N3CCCCC3)ccc21 (stereo unspecified) | / | / | -1% | -4% | -3% | / | / | -7%
CC(C)C(=O)Nc1cccc(C(=O)Nc2ccccc2C(=O)O)c1 | 16% | -90%[inhibitor] | -6% | -9% | -1% | -9% | -8% | -7%
Cc1ccc(NC(=O)c2ccc(NCCCN3CCOCC3)c([N+](=O)[O-])c2)cc1Cl | 25µM* | 26%[10 µM] | -34%[inhibitor] | 13µM* | -1% | ? | 4% | ?
CCOC(=O)C1(Cc2ccc(O)cc2)NC(c2ccco2)C2C(=O)N(c3ccccc3F)C(=O)C21 (stereo unspecified) | -6% | -9%[10 µM] | 24% | 1% | 8% | ? | -6% | 2%
COc1ccc(OC)c(NC(=O)CCN2CCN(c3ccccc3F)CC2)c1 | -10% | 18%[10 µM] | -26% | -8% | 1% | 9% | -9% | -19%
CC(=O)c1cc(F)c(N2CCN(c3ccc([N+](=O)[O-])cc3F)CC2)cc1C | 1% | -8% | -5% | ? | -4% | -17% | 4% | -13%
Cc1cccc(OCCCC(=O)Nc2ccc(N3CCOCC3)cc2)c1 | -15% | -9% | -14% | ? | 7% | 4% | -4% | -26%
Cc1cc(C)nc(NS(=O)(=O)c2ccc(NC(=S)NC(=O)CC(C)C)cc2)n1 | -10% | -17%[1.9 µM] | -16% | -9% | -15% | -7% | 4% | -8%
C[C@@H](c1ccccc1)N1C(=O)[C@H]2[C@H]3[C@H](O)[C@H](O)C/C(=N/NC(=O)OCc4ccccc4)[C@@H]3CC[C@@H]2C1=O | / | 3%[10 µM] | / | -6%[11.5 µM] | 2%[11.6 µM] | -6%[13.5 µM] | / | -5%[11.6 µM]
CCOC(=O)c1cn2nc(Oc3ccc(C#N)cc3)ccc2n1 | -23%[9.22 µM] | 0%[10 µM] | / | 7% | 5% | / | ? | 6%
CC1CC(C)CN(C(=O)c2ccc3c(=O)n(Cc4ccc5c(c4)OCO5)c(=S)[nH]c3c2)C1 (stereo unspecified) | -18% | -1% | -38%[inhibitor] | 1% | ? | 1.4µM* | 1% | -16%
O=C(Cn1ncc2c1-c1ccccc1OC2)N1CCc2ccccc21 | -11% | -3% | 4% | -3% | -7% | 0% | -8% | -10%
CCC(C)C(=O)OC1CC(O)C=C2C=CC(C)C(CCC(O)CC(O)CC(=O)O)C21 (stereo unspecified) | 23% | -16% | 5% | -4% | 0% | -1% | 3% | -10%
Cc1ccc(S(=O)(=O)Nc2cc(C(=O)NCCN3CCCC3)ccc2N2CCCCC2)cc1 | -3% | -26% | -66%[inhibitor] | -9% | 3% | ? | -14% | -10%
COc1ccccc1/C=C/c1nc(C#N)c(N2CCN(c3ccccc3)CC2)o1 | / | / | 1% | -3% | -4% | / | / | -28%
O=C(Cn1nc(Cc2ccncc2)c2ccccc2c1=O)N1CCc2ccccc2C1 | -29% | 2% | 0% | -6% | -9% | -8% | -1% | -6%
COc1ccc(NC(=O)CSc2nc(NS(=O)(=O)c3ccccc3)cc(=O)[nH]2)cc1 | -3% | -19%[10 µM] | ? | -10% | -2% | -10% | ? | -2%
CCC1=NN2C(=N)/C(=C\c3cccn3-c3ccc(C)c(C)c3)C(=O)N=C2S1 | -15% | -36%[inhibitor] | 3% | ? | 2% | ? | -2% | 1%
Cc1ccc(SCC(=O)NCc2cccnc2)cc1 | -16% | 4% | -18% | -10% | 0% | ? | -4% | -7%
CCCC12CN3CC(C)(CN(C1)C3c1ccccc1Cl)C2=O (stereo unspecified) | / | / | 3% | -4% | -2% | / | / | -14%
CCC1CCCCN1C(=O)COC(=O)c1cc(Br)ccc1Cl (stereo unspecified) | -3% | -46%[inhibitor] | 29% | -6% | 0% | ? | 0% | 0%
O=C1c2ccccc2N2C(=O)c3ccccc3[C@H]2N1c1ccccc1 | 12% | 6%[10 µM] | -24% | -16% | -8% | -11% | 4% | -14%
Cc1cc(Br)ccc1NC(=O)CCNS(=O)(=O)c1cccc2nonc12 | / | / | -3% | -13% | -5% | / | / | -18%
Cc1ccc(OCC(=O)N/N=C/c2cc([N+](=O)[O-])ccc2N2CCCCC2)cc1 | 21% | 12%[10 µM] | -18% | -9% | 12% | ? | -1% | -16%
CCOc1cc(S(=O)(=O)NC2CCCCCC2)ccc1F | -33% | 1% | -5% | 11% | 6% | 3.2µM* | -3% | -2%
O=C(Nc1ccccc1)c1ncoc1-c1ccc(Cl)cc1 | 5%[9.22 µM] | 7%[10 µM] | / | 8% | -16% | 6% | ? | -5%

Reformatted with two lines to a compound: part of the list above.
Results follow in this order: HTT aggregate	HTT ATP protect	SMN2 splice up	Tau ThT inhib	Tau FP inhib	ALDH1A1 inh	KDM4E inh	Tau fluor counter
Cc1ccc(SCC(=O)NCc2cccnc2)cc1
 : -16%	4%	-18%	-10%	0%	?	-4%	-7%
O=C(Cn1ncc2c1-c1ccccc1OC2)N1CCc2ccccc21
 : -11%	-3%	4%	-3%	-7%	0%	-8%	-10%

Next records follow:
SMILES | HTT aggregate | HTT ATP protect | SMN2 splice up | Tau ThT inhib | Tau FP inhib | ALDH1A1 inh | KDM4E inh | Tau fluor counter
C[C@H]1Cc2c(COc3ccccc3)nc3c(c2CO1)CN(C(=O)Cc1cccs1)CC3 | / | -14%[10 µM] | -3%[9.22 µM] | -6%[11.5 µM] | -5%[11.6 µM] | -1%[13.5 µM] | -4%[11.4 µM] | -11%[11.6 µM]
CC(C)(C)c1nnc(NC(=O)c2ccc(Cl)nc2)s1 | 18% | -39% | / | -3% | -1% | ? | -2% | -5%
CC1=NOC(=O)/C1=C\c1ccc(-c2cc(Cl)ccc2Cl)o1 | -1% | 6%[10 µM] | 22% | ? | -1% | 3.5µM* | -8% | -29%
O=C(Oc1ccc(Br)cc1)c1n[nH]c(=O)c2ccccc12 | 14% | -14% | -1% | -10% | -7% | ? | -13% | -8%
CCOC(=O)c1sc2nc(-c3ccccc3)ccc2c1N | 16% | -16%[10 µM] | 0.79µM* | 1% | 12% | -11% | ? | -11%
CSCC[C@@H](C(=O)Nc1ccc2c(c1)OCCO2)N1Cc2ccccc2C1=O | -18% | -9% | 20% | -12% | 3% | 6% | 22% | -15%
COc1ccc(N2CCN(C(=O)c3ccc(OCC4CCCO4)cc3)CC2)cc1 (stereo unspecified) | -7% | -2%[10 µM] | -16% | -8% | -2% | 6% | -5% | -6%
N#Cc1ccc(NC(=O)C2CC(c3ccc(F)cc3)=NO2)cc1 (stereo unspecified) | -6% | 0% | ? | -1% | -16% | 16% | 4% | -13%
O=C1CCCc2nc(N3CCCCC3)sc21 | -6% | -9% | ? | 7% | -1% | 1% | -3% | 2%
Cn1cnnc1SCC(=O)N(Cc1ccc2c(c1)OCO2)C1(C(=O)NC2CCCCC2)CCCC1 | 22% | -8% | 1% | 1% | 17% | 4% | -2% | 11%
CSC1=NC(NCCCO)c2c(sc3c2CC(C)(C)OC3)N1 (stereo unspecified) | 6% | -47%[inhibitor] | -5% | -8% | 2% | ? | ? | -9%

Source: PubChem
